# Bioassay records: PubChem, National Center for Advancing Translational Sciences (NCATS)
# LmPK inhibitor = LmPK (Leishmania mexicana) enzyme inhibition. Q27686. actives 0.37% (n = 290,000). purified LmPK, Kinase-Glo ATP luminescence, 1 h. AID 1721. Potency, µM (titrated, usually from 57.5 µM), for the others: at the top dose activity change, negative = inhibition, most hits filed as inhibitors; further: potency means the concentration at half of the fitted maximal effect
# Target sequence (Q27686 whole entry, looked up): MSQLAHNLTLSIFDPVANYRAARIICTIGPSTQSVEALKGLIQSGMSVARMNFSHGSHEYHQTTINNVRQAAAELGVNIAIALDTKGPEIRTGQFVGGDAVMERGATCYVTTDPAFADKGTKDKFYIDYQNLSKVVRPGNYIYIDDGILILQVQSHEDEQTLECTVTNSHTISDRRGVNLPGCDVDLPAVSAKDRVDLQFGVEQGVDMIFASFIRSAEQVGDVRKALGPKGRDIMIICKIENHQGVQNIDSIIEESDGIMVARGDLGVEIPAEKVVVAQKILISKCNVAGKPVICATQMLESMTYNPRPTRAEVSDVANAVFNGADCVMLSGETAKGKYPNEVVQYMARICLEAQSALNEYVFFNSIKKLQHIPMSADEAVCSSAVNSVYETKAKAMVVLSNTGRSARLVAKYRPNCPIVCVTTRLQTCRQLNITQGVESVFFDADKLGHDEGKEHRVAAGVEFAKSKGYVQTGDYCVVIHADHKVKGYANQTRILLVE
#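 ATP generated from ADP (0.1 mM) and PEP (0.5 mM) by 0.1 nM LmPK over 1 h at room temperature (pH 7.2 imidazole buffer) was detected by coupled luciferase luminescence. Values were normalized to uninhibited and no-enzyme wells.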
# AmpC inh no detg = inhibitors of E. coli AmpC beta-lactamase without detergent | Potency, µM (highest dose often 57.1 µM), inactives show at the top dose activity change, negative = inhibition, actives largely listed as inhibitors | actives 0.52% (n = 330,000) | AmpC nitrocefin hydrolysis, absorbance 480 nm, 0.0001% Triton;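 further: potency means the concentration at half of the fitted maximal effect; plate controls were no compound for no effect and no enzyme for full effect; nearly all actives have a fitted effect of over 20% in size; some results filed as inactive show a strong effect at the top dose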
# Target sequence (P00811 whole entry, looked up): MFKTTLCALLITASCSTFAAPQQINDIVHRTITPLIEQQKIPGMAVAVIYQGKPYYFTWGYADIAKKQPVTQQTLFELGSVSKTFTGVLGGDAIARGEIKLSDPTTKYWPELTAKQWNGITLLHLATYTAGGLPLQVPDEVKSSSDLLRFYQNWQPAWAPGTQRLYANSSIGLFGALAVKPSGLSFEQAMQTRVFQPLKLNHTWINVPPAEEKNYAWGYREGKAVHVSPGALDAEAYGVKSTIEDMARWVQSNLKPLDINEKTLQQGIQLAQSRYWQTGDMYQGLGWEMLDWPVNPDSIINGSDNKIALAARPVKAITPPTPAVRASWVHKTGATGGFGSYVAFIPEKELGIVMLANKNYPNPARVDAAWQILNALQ
#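 AmpC (5.3 nM in the dispensed reagent) in 20 mM phosphate pH 7.0 with 0.01% (detergent screen) or 0.0001% Triton X-100 was preincubated with compounds for 15 min at room temperature. Nitrocefin was then added from an 800 uM solution, and hydrolysis was followed at 480 nm.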
# HCMV antiviral = inhibitors of human cytomegalovirus. HFF cells, HCMV-luciferase reporter, 72 h; stronger effect = lower value. activity change, negative = inhibition, % at 57.5 µM. actives 4.5% (n = 410,000); in the data active means activity change below about -60%; inconclusive means no clear call, values can overlap the other calls; inactive means above about -39%
#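 Two-dose cell screen: HFF monolayers treated with compounds and infected with luciferase-expressing HCMV at 1 PFU/cell, 72 h at 37C, then lysed for luciferase measurement.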
# HCV inhibitor = inhibitors of hepatitis C virus infection | Huh7.5.1 HCVcc-Cre infection, luciferase reporter, 44 h | Potency, µM (titrated, usually from 41.8 µM), for the others: at the top dose activity change, negative = inhibition, actives largely listed as inhibitors | actives 3.4% (n = 340,000) | AID 651820; further: potency means the concentration at half of the fitted maximal effect
#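 Antiviral activity was scored by luciferase reporter output from cells infected with HCVcc-Cre (~0.5 moi) in presence of compound, 44 h infection period, cells seeded 1,000/well 4 h prior.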
# AmpC detergent = blocks E. coli AmpC beta-lactamase in detergent assay | P00811 | AmpC hydrolysis of nitrocefin, absorbance 480 nm, 0.01% Triton | Potency, µM (top dose mostly 114 µM), inactives show at the highest dose activity change, negative = inhibition, hits mostly inhibitors | actives 0.041% (n = 370,000) | AID 485294;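 further: potency means the concentration at half of the fitted maximal effect; 0% = no-compound wells and -100% = no-enzyme wells; nearly all actives have a fitted effect of over 25% in size; some results filed as inactive show a strong effect at the top dose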
#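 20 mM phosphate pH 7.0 + 0.01% (detergent screen) or 0.0001% Triton X-100; 5.3 nM AmpC reagent; cpd preinc 15 min RT; nitrocefin (800 uM stock) to start; A480 q20 s × 4 min; Activity was normalised to no-enzyme and no-compound control wells.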
# TbPYK inhibitor = blocks Trypanosoma brucei pyruvate kinase. Q57TT1. TbPYK enzyme, Kinase-Glo Plus ATP luminescence, 45 min. Potency, µM (top dose mostly 76.8 µM), for inactives: at the top dose activity, negative = inhibition, usual class: inhibitors. actives 0.12% (n = 410,000). AID 624173; further: potency means the concentration at half of the fitted maximal effect; nearly all actives have a fitted effect of over 50% in size
#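 Glycolytic pyruvate kinase of T. brucei was incubated with substrate, test compound and 130 uM ADP for 45 minutes at room temperature. Luminescent Kinase-Glo Plus signal was measured after 10 minutes.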
# AMA1-RON2 inh = inhibitors of Plasmodium falciparum AMA1-RON2 interaction | AlphaScreen AMA1-biotinylated RON2 peptide binding | Potency, µM (top dose mostly 58.2 µM), for the others: top-dose activity change, negative = inhibition, most hits filed as inhibitors | actives 0.2% (n = 360,000);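 further: potency means the concentration at half of the fitted maximal effect; 0% = vehicle wells and -100% = peptide control; nearly all actives have a fitted effect of over 45% in size; some results filed as inactive show a strong effect at the top dose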
#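 AMA1 (3D7) with his tag at 25 nM final met compounds first, then biotinylated RON2 peptide at 25 nM; detection used donor plus acceptor beads, 10 µg/mL apiece, read by AlphaScreen after 30 min at room temperature.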
# * = called active by the depositor; ? = inconclusive; nt = not tested or not shown; & = joins results of further samples; [ ] = remark or other dose. Unless noted, the call rests on the fitted dose curve; in most records, active means well fitted curve in the direction sought with a large enough effect; inconclusive means small, poorly fitted or top-dose-only effect, or another doubt; inactive means no such curve, though single readings can be large; an effect the other way counts as inactive or inconclusive. Unless noted, on the % scale 0 is the no-effect control and ±100 the full control effect.
SMILES,LmPK inhibitor,AmpC inh no detg,HCMV antiviral,HCV inhibitor,AmpC detergent,TbPYK inhibitor,AMA1-RON2 inh
O=C(CN(C(=O)CCC(=O)Nc1ccccn1)c1ccc(F)cc1)NCc1ccc(F)cc1,-1%,39%,21,8%,1%,1%,6%
COc1ccc(NC(=S)N2CCN(c3ccccn3)CC2)cc1,-1%,-17%,?,0%,?,-4%,-10%
CS(=O)(=O)N(CC(=O)Nc1ccc(S(=O)(=O)N2CCOCC2)cc1)c1ccccc1Cl,1%,-3%,9,-13%,2%,1%,-2%
N#C/C(=C\c1ccc(-c2ccccc2[N+](=O)[O-])o1)C(=O)Nc1nc(-c2cccs2)cs1,-6%,-44%,21,-2%,1%,-10%,?
Cc1c(Cl)cccc1NC(=O)CCN1CCCCC1,0%,-15%,46,-7%,-6%,3%,-4%
Cc1ccccc1N(Cc1cc(=O)[nH]c2ccccc12)C(=O)C(C)C,-4%,-6%,29,26%,-1%,5%,0%
COc1ccc(-c2cc(C(=O)N3CCCCCC3)no2)cc1,-3%,15%,65,-15%,-1%,-15%,5%
O=C(CSc1nc2ccccc2c(=O)[nH]1)NCc1ccc(Cl)cc1,1%,-40%,-23,-3%,?,1%,-2%
O=c1c2ccccc2cnn1Cc1n[nH]c(=S)n1-c1ccccc1,-7%,-22%,-30,10%,?,?,-10%
COc1ccc(CCNC(=O)c2cc(-c3ccc(Cl)cc3)on2)cc1OC,nt,nt,-10,nt,9%,0%,nt
CCOc1ccc(-c2nnc(SCC(=O)Oc3ccccc3)o2)cc1,nt,nt,?,nt,3%,-1%,nt
ClC(Cl)(Cl)c1ccccc1,nt,-7%,2,32%[activator],-2%,-2%,11%
Cc1ccc(N(CC(=O)NCc2ccc(Cl)cc2)S(C)(=O)=O)cc1,-1%,15%,11,2%,-9%,-2%,7%
Cc1ccc(CNc2nc(C)cs2)cc1,-7%,-19%,61,-2%,-5%,5%,11%
CCOCCCNC(=O)CCn1ccc2cc(S(=O)(=O)N3CCCC3)ccc21,2%,22%,-27,11%,-9%,4%,15%
COc1ccc(CN(C(=O)c2nsc(Cl)c2Cl)C(C(=O)NC2CCCC2)c2ccc(OC)cc2)cc1 (stereo not drawn),3%,-31%,12,-8%,5%,-2%,6%
CC(=O)Nc1cc(-c2cccc(F)c2)cn2c(-c3ccccc3)cnc12,nt,nt,-38,nt,nt,4%,-17%
O=C(CSc1nccn1Cc1ccc(Cl)cc1)Nc1ccc2c(c1)OCCO2,nt,nt,7,nt,-1%,-17%,nt
COC(=O)c1cn(C(=O)c2ccccc2F)nc1N,-2%,-2%,69,18%,?,-1%,15%
Cc1cc(=O)n2c(C(=O)Nc3ccc(Br)cc3)c(C(=O)Nc3ccccc3)sc2n1,nt,nt,-8,nt,11%,-5%,nt
CCc1ccccc1NC(=O)CN1CCN(C(=O)C(C)NC(=O)c2ccc(Cl)cc2)CC1 (stereo not drawn),nt,59%,-28,?,1%,-8%,-10%
O=C(COC(=O)c1cc([N+](=O)[O-])ccc1N1CCOCC1)Nc1ccc(Cl)cc1,-6%,-12%,-30,?,1%,-12%,5%
CCn1c(SCc2ccc(F)cc2)nnc1C1CCN(S(=O)(=O)c2ccc(OC)cc2)CC1,4%,94%[activator],9,?,0%,6%,2%
CCCCOc1ccc(CNC(=O)c2ccc3c(c2)N(C)C(=O)C2CCCCN32)cc1 (stereo not drawn),nt,nt,26,nt,5%,-2%,nt
CC(C)(C)c1cc(N)n(-c2ccc(C(=O)O)cc2)n1,8%,-6%,-2,-3%,-1%,-9%,14%
CC(C)(C)NC(=O)C(=O)NNC(=O)COc1ccccc1,0%,-12%,-2,15%,-12%,-15%,17%
COc1ccc(C2=NOC(C(=O)NCC(C)C)C2)cc1 (stereo not drawn),2%,-4%,47,14%,-15%,4%,3%
CC1CCN(Cc2c(C(=O)N/N=C/c3cc(Br)ccc3O)nnn2-c2nonc2N)CC1,-1%,-46%,-102*,3.5µM*,?,-8%,64%[activator]
Cc1nc2ccccn2c1C(=O)NN,3%,-16%,5,3%,-5%,-9%,31%[activator]
Cc1cc(S(=O)(=O)NCCCN2CCOCC2)ccc1F,-2%,-7%,-17,8%,?,6%,2%

# In a second layout: 2 of the compounds above
> CCc1ccccc1NC(=O)CN1CCN(C(=O)C(C)NC(=O)c2ccc(Cl)cc2)CC1 (stereo not drawn)
  LmPK inhibitor: nt | AmpC inh no detg: 59% | HCMV antiviral: -28 | HCV inhibitor: ? | AmpC detergent: 1% | TbPYK inhibitor: -8% | AMA1-RON2 inh: -10%

> O=C(COC(=O)c1cc([N+](=O)[O-])ccc1N1CCOCC1)Nc1ccc(Cl)cc1
  LmPK inhibitor: -6% | AmpC inh no detg: -12% | HCMV antiviral: -30 | HCV inhibitor: ? | AmpC detergent: 1% | TbPYK inhibitor: -12% | AMA1-RON2 inh: 5%

# (continued)
SMILES,LmPK inhibitor,AmpC inh no detg,HCMV antiviral,HCV inhibitor,AmpC detergent,TbPYK inhibitor,AMA1-RON2 inh
COc1cccc(-c2cc(C(=O)Nc3cccc(O)c3)no2)c1,-27%,-44%,85,-22%,-7%,?,18%
COC(=O)c1c(NC(=O)CN2CCN(S(=O)(=O)c3ccccc3)CC2)sc2c1CCC(C)C2 (stereo not drawn),1%,-1%,nt,12%,-2%,nt,nt
O=C(CN1C(=O)c2ccccc2C1=O)N1CCN(C(=O)c2ccco2)CC1,-4%,-6%,11,5%,2%,0%,0%
O=C(C1CCN(S(=O)(=O)c2cccnc2)CC1)N1CCN(C2CCCC2)CC1,1%,14%,nt,2%,-2%,0%,10%
CC(=O)c1cccc(NC(=O)c2ccc3c(Cl)c4c(nc3c2)CCCC4)c1,2%,-45%,?,?,-17%,1%,-1%
CCN(CC)C(=O)c1oc2ccc(S(=O)(=O)N3CCCCCC3)cc2c1C,-3%,94%[activator],?,25µM*,-6%,1%,14%
CC(=O)c1sc(Nc2cccc(C)c2)nc1C,-5%,-4%,51,0%,8%,-4%,9%
O=C(CSc1nnc(Nc2ccccc2F)s1)c1cc2ccccc2o1,-3%,35µM*,63,3%,-6%,-13%,13%
Cc1cc(Cl)cc(Cl)c1OCCOc1cccc2cccnc12,-2%,15%,-13,?,?,-12%,-5%
COc1cccc(-n2c(SCC(=O)O)nnc2-c2cccnc2)c1,-2%,-22%,-19,6%,?,-11%,0%
CCNc1nc(NC(C)CC)nc(Oc2ccc(OCC)nn2)n1 (stereo not drawn),0%,46%,262&8,2%,-6%&18%,0%&-4%,2%
Cc1[nH]nc2ccc(-c3cncc(OC[C@@H](N)Cc4c[nH]c5ccccc45)c3)cc12,nt,nt,nt,?,nt,-5%,-22%
CCCc1ccc(OCC(O)CN2CCN(c3ccccc3)CC2)cc1 (stereo not drawn),-4%,48%,-9&-14,-7%&-20%,-4%,-2%&3%,-24%&-8%
CCn1c(=NC(=O)C2COc3ccccc3O2)sc2c(OC)ccc(OC)c21 (stereo not drawn),8%,-12%,-36,11µM*,5%,0%,-4%
Cc1csc(SCC(=O)Nc2sc3c(c2C#N)CCC3)n1,5%,-26%,-3,?,-14%,-2%,-6%
Cc1cc(NS(=O)(=O)c2ccc(NC(=O)c3ccc(F)cc3)cc2)nc(C)n1,nt,-21%,39,-1%,nt,-6%,-7%
Cc1ccc(S(=O)(=O)N2CCC3CC2c2cc(Cl)ccc23)cc1 (stereo not drawn),nt,nt,-24,-5%[8.37 µM],nt,2%,-2%
CCCc1nnc(N2C(=O)c3cccc4cccc(c34)C2=O)s1,2%,-3%,35,-1%,0%,-23%,3%
C[C@@H]1CN([C@H](C)CO)C(=O)c2cc(Br)cnc2O[C@@H]1CN(C)C(=O)CC1CC1,nt,nt,25,nt,nt,10%,-3%
Cc1cc2nc(NCCCO)n(CC(=O)c3cc(C(C)(C)C)c(O)c(C(C)(C)C)c3)c2cc1C,nt,11%,-13,?,-10%,-7%,4%
COc1ccc(-n2c(=S)[nH]c3cc(C(=O)Nc4ccccc4OC)ccc3c2=O)cc1,5%,-3%,10,1%,-5%,nt,nt
O=C(CN(Cc1ccc(Br)cc1)S(=O)(=O)c1ccccc1)NCc1ccncc1,4%,53%,-19,7%,3%,7%,-16%
CCOc1cc(S(=O)(=O)NCc2ccccc2)ccc1F,-13%,-22%,-13,-1%,0%,-6%,0%
CC(Sc1nnc(Cc2cccs2)n1C1CCCCC1)C(N)=O (stereo not drawn),-1%,5%,47,3%,0%,-17%,8%
COC(=O)[C@@H]1C[C@@H]2CC[C@@H](O)C[C@@H]2N1Cc1ccc(OC)cc1,-6%,-8%,5,1%,-4%,3%,-3%
C=CCn1c(SCC(=O)C(C)(C)C)nnc1-c1cccs1,12%,17%,10,18%,?,-1%,-1%
COc1ccccc1CCNC(=O)C(=O)NCC(c1ccco1)S(=O)(=O)c1ccc(F)cc1 (stereo not drawn),nt,nt,-15,nt,1%,-16%,nt
CC1(C)CC(=O)N(c2ccccc2)C1(C)O (stereo not drawn),0%,-20%,-14,9%,-13%,-1%,0%
COc1ccc(C2OC(=O)C(C)(C)C(=O)C2(C)C)cc1OC (stereo not drawn),0%,15%,35,11%,2%,1%,2%
COc1ccc(CCNC(=O)COC(=O)c2cnccn2)cc1,12%,-4%,-9,19%,0%,1%,0%
COc1ccc(CN(C)C(=O)c2ccc3c(=O)n4c(nc3c2)CCC4)c(OC)c1,nt,29%,-7,1%,-8%,2%,74%[activator]
CCCCn1c(-c2c(Cl)c(C)nn2C)n[nH]c1=S,-26%,-7%,-8,11%,?,10µM*,66%[activator]
Cc1cc(-n2nc3ccccc3n2)c(O)c([N+](=O)[O-])c1,-2%,-2%,-17,4%,4%,-2%,-3%
O=C(/C=C/c1ccc(F)cc1)Nc1nc2ccccc2[nH]1,2%,-33%,nt,1%,-5%,nt,nt
Cc1cc(=O)oc2cc3c(cc12)CCCN3,-4%,-2%,101,?,-6%,-4%,71%[activator]
CC(c1nnc(SCC(=O)Nc2cc([N+](=O)[O-])ccc2F)n1Cc1ccccc1)N(C)C (stereo not drawn),-1%,45%,-40,-21%,-11%,-18%,-8%
O=C1NC(=O)C2(N1)C(=O)c1cccc3cccc2c13 (stereo not drawn),nt,nt,-25,nt,nt,1%,-2%

# Hits appear at their usual frequency. Share with any hit: about 7.5%.
